NadD inh – inhibitors of Staphylococcus aureus NadD; purified NadD enzyme, colorimetric absorbance read-out; inhibition, % at 20 µM; hit rate 0.78% among 360,000; AID 602399; in the data active = inhibition above about 26%; note: some compounds past the cut are filed as inactive
Rin1 Abl inh – inhibitors of human Rin1-Abl protein interaction; inhibition, % at 7.35 µM; TR-FRET Rin1/Abl binding, biochemical; hit rate 0.4% among 360,000; in the data active = inhibition above about 5%, passing the limit was not always enough
FAS TE block – inhibitors of human fatty acid synthase thioesterase domain. inhibition, % at 15 µM. P49327. hit rate 0.67% among 360,000. recombinant FAS-TE, OMFH fluorogenic substrate, fluorescence endpoint;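 active = compounds whose normalised, plate-corrected inhibition of enzyme fluorescence in the single-dose primary screen is 50% or more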;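 note: 0% = DMSO with enzyme and 100% = substrate without enzyme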
Target sequence (P49327 whole entry, looked up, the tested form may be a part): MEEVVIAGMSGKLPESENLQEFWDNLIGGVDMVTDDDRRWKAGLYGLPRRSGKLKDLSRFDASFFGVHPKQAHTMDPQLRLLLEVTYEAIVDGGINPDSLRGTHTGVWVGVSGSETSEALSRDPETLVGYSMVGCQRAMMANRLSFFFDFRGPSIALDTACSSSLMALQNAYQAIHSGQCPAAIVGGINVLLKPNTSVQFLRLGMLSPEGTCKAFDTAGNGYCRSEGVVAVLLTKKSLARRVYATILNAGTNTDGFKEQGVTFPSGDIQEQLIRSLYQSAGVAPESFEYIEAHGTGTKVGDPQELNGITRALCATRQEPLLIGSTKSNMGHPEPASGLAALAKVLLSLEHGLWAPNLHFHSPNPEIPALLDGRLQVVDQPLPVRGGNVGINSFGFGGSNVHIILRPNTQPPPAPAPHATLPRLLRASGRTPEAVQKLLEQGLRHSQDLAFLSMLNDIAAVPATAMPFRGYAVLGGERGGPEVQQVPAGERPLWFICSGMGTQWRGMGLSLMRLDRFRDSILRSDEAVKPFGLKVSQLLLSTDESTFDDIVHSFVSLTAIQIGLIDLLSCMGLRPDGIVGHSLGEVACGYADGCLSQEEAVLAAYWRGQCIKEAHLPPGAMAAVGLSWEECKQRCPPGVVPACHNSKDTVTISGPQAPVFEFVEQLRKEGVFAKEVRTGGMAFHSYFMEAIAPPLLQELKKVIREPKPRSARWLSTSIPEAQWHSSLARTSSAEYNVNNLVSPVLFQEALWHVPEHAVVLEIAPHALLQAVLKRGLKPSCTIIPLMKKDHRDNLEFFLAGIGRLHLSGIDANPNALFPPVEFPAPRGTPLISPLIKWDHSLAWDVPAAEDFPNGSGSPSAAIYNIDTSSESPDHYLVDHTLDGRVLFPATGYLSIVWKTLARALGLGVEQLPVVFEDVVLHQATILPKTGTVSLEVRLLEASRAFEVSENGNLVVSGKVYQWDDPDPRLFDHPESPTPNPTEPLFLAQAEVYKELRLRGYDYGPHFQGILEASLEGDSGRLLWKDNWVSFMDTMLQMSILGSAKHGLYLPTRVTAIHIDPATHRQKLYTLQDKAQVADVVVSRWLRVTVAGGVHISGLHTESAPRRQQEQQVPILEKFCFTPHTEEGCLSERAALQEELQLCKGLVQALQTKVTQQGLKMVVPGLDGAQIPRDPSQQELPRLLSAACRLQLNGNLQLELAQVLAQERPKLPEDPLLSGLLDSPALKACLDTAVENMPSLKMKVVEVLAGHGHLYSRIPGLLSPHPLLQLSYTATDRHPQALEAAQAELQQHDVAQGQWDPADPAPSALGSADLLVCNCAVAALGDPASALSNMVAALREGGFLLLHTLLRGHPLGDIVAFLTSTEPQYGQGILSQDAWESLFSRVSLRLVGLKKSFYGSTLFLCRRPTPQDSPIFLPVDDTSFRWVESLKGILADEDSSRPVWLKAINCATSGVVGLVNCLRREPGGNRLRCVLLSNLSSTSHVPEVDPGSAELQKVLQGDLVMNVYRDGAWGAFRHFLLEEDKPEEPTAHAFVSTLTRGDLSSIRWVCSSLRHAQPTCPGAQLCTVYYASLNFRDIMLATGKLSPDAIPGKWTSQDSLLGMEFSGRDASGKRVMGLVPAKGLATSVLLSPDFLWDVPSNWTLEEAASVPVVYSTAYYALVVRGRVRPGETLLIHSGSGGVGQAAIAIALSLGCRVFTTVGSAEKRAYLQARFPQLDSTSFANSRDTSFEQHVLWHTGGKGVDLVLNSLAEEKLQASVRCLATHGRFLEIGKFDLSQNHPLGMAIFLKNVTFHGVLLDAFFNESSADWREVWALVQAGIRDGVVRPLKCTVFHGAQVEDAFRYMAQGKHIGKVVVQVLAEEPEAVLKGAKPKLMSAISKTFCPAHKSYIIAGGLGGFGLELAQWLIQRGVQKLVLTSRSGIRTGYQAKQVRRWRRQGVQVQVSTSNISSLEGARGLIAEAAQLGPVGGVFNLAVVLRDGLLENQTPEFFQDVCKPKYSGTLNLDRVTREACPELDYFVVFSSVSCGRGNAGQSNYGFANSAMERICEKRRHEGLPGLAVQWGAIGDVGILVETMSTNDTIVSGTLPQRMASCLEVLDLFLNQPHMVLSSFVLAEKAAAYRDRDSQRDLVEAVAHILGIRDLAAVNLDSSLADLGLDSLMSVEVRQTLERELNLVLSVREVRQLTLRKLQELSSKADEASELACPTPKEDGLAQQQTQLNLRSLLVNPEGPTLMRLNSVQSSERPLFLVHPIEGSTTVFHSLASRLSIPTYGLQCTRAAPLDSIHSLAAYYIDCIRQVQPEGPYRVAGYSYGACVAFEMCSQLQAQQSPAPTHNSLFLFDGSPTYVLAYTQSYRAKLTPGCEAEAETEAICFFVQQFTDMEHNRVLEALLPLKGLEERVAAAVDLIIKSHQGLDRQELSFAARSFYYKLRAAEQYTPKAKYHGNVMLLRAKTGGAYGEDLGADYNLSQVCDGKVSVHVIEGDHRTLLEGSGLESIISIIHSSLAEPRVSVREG
Rpn11 block – inhibitors of human proteasome Rpn11; AID 588493; human 26S proteasome, Ub4-pepOG fluorescence polarization; 20S core pre-blocked with epoxomicin; calls only at 20 µM; hit rate 0.59% among 360,000;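 active = inhibition at 20 µM, scaled to each plate's controls, above about 33%, limit read from the data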
SKN-1 inh – inhibitors of C. elegans SKN-1; hit rate 0.49% among 360,000; AID 624304; inhibition, % at 21.8 µM; C. elegans VP596 Pgst-4::GFP/RFP ratio, acrylamide-induced, 24 h;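 active = interference check ratio from 0.5 to 1.5 plus GFP to RFP signal ratio inhibition reaching or exceeding a fixed threshold, cut at about 30% in these data, passing the limit was not always enough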; note: some compounds called inactive have numbers as strong as hits
PABP1 MLLE inh – inhibitors of microRNA-mediated deadenylation, human PABP1 MLLE binding; P11940; hit rate 0.36% among 360,000; inhibition, % at 20 µM; AID 588489; GST-MLLE / FITC-PAM2 fluorescence polarization; in the data active = inhibition above about 35%, passing the limit was not always enough;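 note: plate controls were DMSO wells with GST-MLLE for no effect and wells lacking GST-MLLE protein for full effect; some results filed as inactive read as strong as hits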
MT1-MMP act inh – MT1-MMP (human) activation inhibition; GFP/RFP ratio change, % at 20 µM; AID 651647; hit rate 0.061% among 360,000; HT1080 RFP-PRO-GFP cells, GFP/RFP ratio fluorescence, overnight; percent of plate control window, DMSO zero; P50281;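 active = GFP/RFP ratio change of at least 30% with cell ATP level not reduced by more than half and red fluorescence within 50% of control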; note: strong numbers were not always called active
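Material – HT1080 RFP-PRO-GFP cells · Control set – DMSO wells and RFP-L50D-GFP cells · Incubation – overnight cell settling, then overnight compound exposure, 37 °C, 5% CO2 · Compound dosing – single-point 20 µM compound, 1% DMSO · Read-out – GFP/RFP fluorescence ratio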
Neddyl block – cullin neddylation inhibition; P61081+Q13564; TR-FRET cullin neddylation, biochemical; calls only at 25 µM; hit rate 0.58% among 360,000; in the data active = inhibition above about 36%
CSN inh – inhibitors of human CSN-mediated cullin deneddylation | inhibition, % at 12.5 µM | Purified CSN, SCF-Nedd8-OG deneddylation, fluorescence polarization | AID 651999 | Q92905 | hit rate 0.38% among 360,000;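 active = pattern-corrected inhibition above about 35%, with an unprinted fluorescence ratio check between 0.5 and 1.5, limit read from the data, passing the limit was not always enough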;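 note: 0% = enzyme with substrate and 100% = substrate without enzyme; some results filed as inactive read as strong as hits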
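test system = HEK293T-derived human Csn5 enzyme | amount = 0.24 nM Csn5 enzyme, final concentration | medium = Tris/NaCl/DTT buffer, pH 7.5 | schedule = 90 min reaction at room temperature | signal = FP | evaluation = inhibition of Csn5 cleavage, % | compound dosing = single dose of 12.5 µM compound with 0.25% DMSO | probe or stimulus = 10 nM SCFSkp2-Nedd8OG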
Starred values were filed as active, the others as inactive; i = inactive; . = no result given; + = active, no number. Rows are unselected (roughly 3.9% active in at least one column).

SMILES,Rin1 Abl inh,MT1-MMP act inh,CSN inh,PABP1 MLLE inh,FAS TE block,Neddyl block,SKN-1 inh,NadD inh,Rpn11 block
O=C(Nc1ccc(Br)cn1)c1ccc(Cl)s1,2,-2,-2,0,8,i,-2,-1,i
CC(O)(c1cccc(F)c1)c1nc(-c2cc3ccccc3o2)cs1 (stereo not given),-5,-4,7,3,27,i,22,-13,i
C1CCCCCC(NCCN2CCNCC2)CCCCC1,-1,3,-1,-8,-4,i,6,-4,i
O=C(CSc1nnc(-c2ccncc2)o1)NC1CCCCC1,1,4,-4,13,-7,i,-6,-3,i
O=C1CC(c2cccs2)c2cc3c(cc2N1)OCO3 (stereo not given),-1,4,2,-3,-5,i,7,3,i
Cn1cc(S(=O)(=O)NCc2ccc(F)cc2)c(=O)n(C)c1=O,-2,-1,-2,9,-6,i,3,2,i
COc1ccccc1Cc1nc2ccccc2n1S(=O)(=O)c1ccc(Cl)cc1,-3,-5,-2,-7,-8,i,7,3,i
Cc1nn(CC(=O)NNC(=O)c2cccc(Br)c2)c(C)c1[N+](=O)[O-],1,3,4,-1,7,i,-3,2,i
Cc1cccc(C)c1NC(=O)CNC(=O)C(C)N1CCCCC1 (stereo not given),4,-9,-1,-10,-5,i,-29,-4,i
Cc1cccc(C)c1NC(=O)CN(C)C(=O)c1cc(S(=O)(=O)N(C)C)ccc1N1CCCC1,1,4,0,-23,-1,i,2,-4,i
O=C(COC(=O)C1CCCCC1)Nc1cccc(F)c1,5,3,-3,-2,6,i,10,-2,i
CC(C)(C)c1csc(NC(=O)C2=COCCO2)n1,0,2,-1,0,0,i,27,7,i
Cc1nc(N(C)C2CCCCC2)c2nnn(Cc3ccc(F)cc3)c2n1,2,3,-1,5,16,i,26,2,i
CN(C)c1ccc([N+](=O)[O-])cc1C(=O)NCC(c1ccco1)N(C)C (stereo not given),0,0,-5,4,4,i,2,-3,i
COc1ccc2c(c1)CC/C(=C\c1ccc(OC)c(Cn3cccn3)c1)C2=O,2,4,-2,4,29,i,9,2,i
O=C(NNc1ccccc1)Nc1cc(Cl)ccc1Cl,2,1,-1,14,19,i,14,-1,i
COc1cccc(OCC(O)CN(CCO)Cc2ccccc2)c1 (stereo not given),-1,-1,5,18,-2,i,30,-10,i
CC(C)C(=O)Nc1ccc(S(=O)(=O)N2CCC(c3nc4ccccc4[nH]3)CC2)cc1,1,3,0,4,-2,i,3,2,i
C/C(=N\NC(=O)c1cccc(Cl)c1)c1cccc(NC(=O)C(C)C)c1,-3,5,-4,0,-6,i,-13,-4,i
CC1(C)CCCC2=C1CC1C(=O)N(N)C(=O)C1C2 (stereo not given),-1,1,-1,0,-4,i,1,-2,i
Cc1cccc(C(=O)OCC(=O)N2CC(=O)Nc3ccccc32)c1C,3,-4,0,2,3,i,-13,-1,i
COc1ccc(-c2nn(-c3ccccc3)cc2C(=O)N(C)CC(=O)Nc2ccc(N3CCOCC3)cc2)cc1,1,5,-5,-7,-4,i,5,-3,i
N/C(=N\OC(=O)c1cccs1)c1ccccc1,2,-1,0,-1,-3,i,17,-6,i
O=C(Nc1nc(-c2ccco2)cs1)c1ccccc1,1,-12,8,-32,3,i,9,10,+
CC(CN1CCOCC1)OC(=O)c1cccc(Cl)c1 (stereo not given),-2,1,1,10,-4,i,6,0,i
CC(C)c1ccccc1NC(=S)NC(C)c1ccccc1 (stereo not given),3,0,4,16,3,i,-14,0,i
CCCCNS(=O)(=O)c1ccc2nc(-c3cccnc3)cc(C(=O)NCCOC)c2c1,0,-1,0,4,-1,i,-14,-3,i
CSc1ccc(CN(C)C(C)C(=O)NCC2CCCCC2)cc1 (stereo not given),0,-1,3,-13,11,i,-8,-5,i
CC1=C(N2CCOCC2)CCC1=O,1,1,-7,3,-15,i,-3,-4,i
NCCc1nnc(SCc2ccccc2)o1,-4,1,-4,2,-7,i,-14,-2,i
COc1ccc(S(=O)(=O)Nc2ccc(Oc3ccsc3C(=O)O)cc2)cc1,3,2,2,2,-7,i,-8,-7,i
O=C(COC(=O)CNC(=O)c1ccccc1)Nc1nc(-c2ccccc2)cs1,0,-1,-5,0,-6,i,7,-2,i
O=C(COC(=O)C12CC3CC(CC(C3)C1)C2)N1CCN(S(=O)(=O)c2ccccc2)CC1,2,2,-3,-9,16,i,-15,-6,i
CCc1nc2sc3c(O)cc(=O)[nH]c3c2cc1C,1,-1,0,32,-3,.,13,0,i
CCN(c1ccccc1)c1nc2ccsc2c(=O)s1,-10,-7,0,20,40,i,1,-4,i
COc1ccccc1N1CCN(/N=C(\C)c2ccccc2O)CC1,1,4,1,-1,12,i,11,-1,i
Cc1ccc(C(=O)NS(=O)(=O)c2ccc(N=NN(C)C)cc2)cc1,-1,3,-2,-5,-7,i,5,-1,i
CCOc1ccc(C(C)NC(=O)c2cccc(F)c2)cc1 (stereo not given),2,0,-4,9,-2,i,-4,-6,i
CCOC(=O)c1c2ccccc2[n+]([O-])n1CCO,2,6,3,6,-3,i,1,-1,i
O=C(NCCOc1ccccc1)c1cc(C(=O)NCCOc2ccccc2)cc([N+](=O)[O-])c1,-2,1,-1,5,75*,i,12,-10,i

Record cards (already shown):
O=C(COC(=O)C12CC3CC(CC(C3)C1)C2)N1CCN(S(=O)(=O)c2ccccc2)CC1 as listed: Rin1 Abl inh: 2; MT1-MMP act inh: 2; CSN inh: -3; PABP1 MLLE inh: -9; FAS TE block: 16; Neddyl block: i; SKN-1 inh: -15; NadD inh: -6; Rpn11 block: i
O=C(NCCOc1ccccc1)c1cc(C(=O)NCCOc2ccccc2)cc([N+](=O)[O-])c1 as listed: Rin1 Abl inh: -2; MT1-MMP act inh: 1; CSN inh: -1; PABP1 MLLE inh: 5; FAS TE block: 75*; Neddyl block: i; SKN-1 inh: 12; NadD inh: -10; Rpn11 block: i

(cont.)
SMILES,Rin1 Abl inh,MT1-MMP act inh,CSN inh,PABP1 MLLE inh,FAS TE block,Neddyl block,SKN-1 inh,NadD inh,Rpn11 block
CCCCNc1nnc(SCC(=O)c2c[nH]c3ccccc23)s1,-1,-3,-14,1,-14,i,5,5,i
O=C1CN(C(=O)COC(=O)c2ccc(Cl)c(S(=O)(=O)N3CCCCC3)c2)c2ccccc2N1,4,3,1,-5,11,i,-16,-3,i
CCOC(=O)c1c(N)sc2c1CCC1C(=O)N(C3CCCCC3)C(=O)C21 (stereo not given),3,-21,8,12,-5,i,-12,-3,i
COc1ccc(NC(=O)COC(=O)C23CC4CC(CC(O)(C4)C2)C3)cc1Cl,0,4,-2,1,-4,i,-1,-3,i
CC1(C)OC(=O)NC1c1ccccc1 (stereo not given),6,-2,1,-14,-6,i,14,-1,i
O=C(NCCCN1CCCC1=O)c1cc2ccccc2o1,0,0,1,-3,-9,i,-2,-3,i
CCN1C(=O)CC(C(=O)OC)=C1C,2,-1,2,-3,-4,i,4,2,i
CC(C)Cn1c(N)c(C(=O)COC(=O)C2CCCN2C(=O)c2cccs2)c(=O)n(C)c1=O (stereo not given),2,4,-2,12,-5,i,4,-3,i
Cc1c(NS(=O)(=O)c2cc(C(=O)NCc3cccnc3)ccc2Cl)c(=O)n(-c2ccccc2)n1C,0,1,2,12,1,i,-3,-1,i
CCN(CC)C(=O)[C@H]1C[C@H](CC(=O)NCCc2ccccn2)C(=O)N2CCc3c([nH]c4cc(-c5ccco5)ccc34)[C@]12C,-4,-1,-3,-9,-5,.,9,-5,i
O=C(Nc1ccc(F)cc1)c1nc[nH]c1C(=O)O,1,2,1,-4,-4,i,-2,11,i
Cc1cc(NC2CCCC2)n2nc(C)c(-c3ccccc3)c2n1,2,2,-2,7,19,.,22,-4,i
Cc1ccc(N(C(=O)NC2CCCCC2)C2=NCCCCC2)cc1,-2,1,-2,20,9,i,-4,-2,i
Cc1nnc(NC(=O)CCS(=O)(=O)c2ccccc2)s1,-1,1,3,0,-5,i,-6,-1,i
O=C1COc2c1ccc(O)c2O,2,4,-2,31,-6,i,-2,3,i
N#Cc1ccc(OCc2c(-c3ccccc3)nnn2CC(=O)O)cc1,2,-3,2,-7,-7,i,5,-1,i
Cc1ccc(S(=O)(=O)N(Cc2ccc(Cl)cc2)c2ccccc2C(=O)NCc2ccco2)cc1,-1,-7,-1,-1,37,i,0,-5,i
COc1ccccc1NC(=O)NCCCCc1ccccc1,-1,1,5,2,9,i,-6,-6,i
Cn1c(SCC(=O)N2CCc3ccccc3C2)nnc1-c1ccncc1,-2,-2,-2,-71,-9,i,4,1,i
CCOC(=O)C1=C(c2ccccc2)O/C(=C(\C(=O)OC)C(F)(F)F)S1,1,-11,2,1,27,i,-6,8,i
O=C(c1ccc(Br)cc1)c1cc(-c2ccccn2)c(N2CCOCC2)s1,0,-14,-1,-13,20,i,-3,7,i
CC(C)(C)OC(=O)NCCc1nnc(SCC(=O)Nc2cccc(Cl)c2)o1,-1,7,5,15,2,i,-2,-5,i
COc1ccc2c(c1)c(CC(=O)Nc1nnc(C3CC3)s1)c(C)n2C(=O)c1ccc(Cl)cc1,3,-2,6,-35,-1,i,6,22,i
CCNC(=S)Nc1cc(-c2ccc(Cl)cc2)[nH]n1,-4,-1,4,-104,10,i,3,3,i
COc1ccccc1C(=O)NCC(=O)N=Nc1c(O)n(C(C)C)c2ccccc12,-1,4,2,3,1,i,-7,-1,i
COc1ccc(NC(=O)NNS(=O)(=O)c2ccc(OC)c(OC)c2)c(OC)c1,-3,1,-2,-11,-4,i,10,-3,i
OC[C@H]1O[C@@H](c2nc(-c3ccccc3Br)no2)[C@H](O)[C@@H]1O,-1,-9,1,7,-9,i,-11,-2,i
O=C(NNC(=O)c1c(F)cccc1F)c1sccc1-n1cccc1,1,1,-2,0,-6,i,-14,1,i
CCCCn1c(N)c(N(CCOC)C(=O)CN2c3ccccc3CC2C)c(=O)[nH]c1=O (stereo not given),2,-23,8,-32,-10,i,7,3,i
Cc1cccc(CN2CCc3c([nH]c4ccccc34)C2CC(C)C)n1 (stereo not given),-2,-1,0,-8,5,i,-16,-4,i
O=C(CSc1nnc(-c2ccc(OC(F)F)cc2)o1)NCc1cccs1,-1,3,2,-75,0,i,-23,-4,i
O=C(CCn1c(=S)[nH]c2cc3c(cc2c1=O)OCO3)NCc1cccc(Cl)c1,-1,-1,2,-52,-2,i,4,6,i
O=C(CCC(=O)N1CCCC(Nc2ccccc2)C1)c1ccc(F)cc1 (stereo not given),2,-1,-1,5,-2,i,1,-3,i
COc1ccc(N2CCN(C(=O)CN=C3NS(=O)(=O)C(c4ccc(C)cc4)=C3C)CC2)cc1,-1,13,2,-4,5,i,-14,-3,i
C[C@]12c3[nH]c4ccccc4c3CCN1C(=O)C(CC(=O)NCc1cccc(C(F)(F)F)c1)C[C@@H]2C(=O)N1CCCCC1 (stereo not given in full),-4,-24,3,5,22,i,8,2,i
O=C(CCC(=O)NCCO)NCCO,-1,1,7,6,6,i,1,2,i
Cc1cc(NC(=O)CCCC(=O)NCc2ccccc2)no1,-1,-6,-8,4,-5,i,-11,-2,i
Cc1cc(C)n(-c2nnc(NCc3ccc(Cl)cc3)nn2)n1,-3,0,-22,0,-6,i,2,6,i
